# V-ATPase pH – regulators of yeast V-ATPase proton transport; S. cerevisiae, pHLuorin cytosolic pH fluorescence; response, % at 10 µM; 350,000 compounds, 0.37% hits; AID 504577; in the data active means response mostly above about 7.3%, no sharp cut-off; inactive means mostly below about 5.4%; further: actives read high; inactives centre near 0; some compounds called inactive have numbers as strong as hits; reference of the scale not given here
# An asterisk follows results filed as active.
SMILES,V-ATPase pH
CC(C)(C)c1ccc(C(=O)NNC(=O)CCc2ccccc2)cc1,2
Cc1ccc(Cc2c(-c3ccc(Br)cc3)nc3ccc(Br)cn23)cc1,1
Cc1nc(Cc2nnc(SCC(=O)N3c4ccccc4NC(=O)C3(C)C)o2)cs1,-2
CC(=O)Nc1ccc(-c2cc(C(=O)O)c3cc4ccccc4cc3n2)cc1,0
CN1CCc2c(sc3c2C(=O)NC(/C=C\c2ccccc2)N3)C1 (configuration not stated),2
C[C@@H]1CN([C@H](C)CO)C(=O)c2cc(Br)cnc2O[C@H]1CN(C)C(=O)CC1CC1,1
CC1(C)CC(=Cc2ccccc2[N+](=O)[O-])C(=O)c2ccccc21,0
Cc1ccc(S(=O)(=O)N2CCCCC2)cc1NCC(=O)Nc1ccc(Br)cc1F,-1
O=C1NN(c2ccccc2)C(=O)C1=Cc1ccccc1,-2
C[C@H]1CN([C@@H](C)CO)S(=O)(=O)c2ccc(Br)cc2O[C@H]1CN(C)C(=O)c1cnccn1,1
CN(C)c1ccc(Cl)c(NC(N)=S)c1,0
Cc1ccc(OCC(=O)Nc2ccc(C(=O)Nc3ccccc3C(=O)O)cc2)cc1C,-1
O=C1NC(Cc2ccc(O)cc2)c2nc3ccc(F)cc3c(=O)n2-c2ncccc21 (configuration not stated),2
Cc1cc2cc3n(c2nn1)N=C(Cl)CC3,1
Cc1ccc(NC(=O)CSCC(=O)N(C)Cc2c(F)cccc2Cl)cc1,0
COc1ccc2sc(C)cc(=O)c2c1,-1
COc1cc2c(cc1CNC[C@H]1O[C@@H](n3ccc(N)nc3=O)[C@H](O)[C@@H]1O)OCO2,-1
CC1CCc2c(sc(/N=C/c3cccnc3)c2C(N)=O)C1 (configuration not stated),-1
Brc1ccc(C2=Nn3c(Cn4nnc5ccccc54)nnc3SC2)cc1,2
CC(Sc1nnc(C(C)Oc2ccc(F)cc2)o1)C(=O)NCc1ccc2c(c1)OCO2 (configuration not stated),-1
CCc1ccc(CN(C)C(=O)c2cc(COc3cncc(Cl)c3)on2)cc1,-1
CCOc1ccc(S(=O)(=O)Nc2ccc(C(=O)N(CC)CC(=O)NCc3cccs3)cc2)cc1,-2
Cc1[nH]c2ccccc2c1/C=N\NC(=O)c1ccccc1Cl,-3
COc1cc2c(cc1CNC[C@H]1O[C@@H](n3cc(C)c(=O)[nH]c3=O)C[C@@H]1O)OCO2,-1
C[C@@H]1CN([C@H](C)CO)C(=O)CCCn2cc(nn2)CO[C@H]1CN(C)S(=O)(=O)c1ccc2ccccc2c1,-2
COc1ccccc1NC(=O)N(C)C[C@@H]1OCc2cnnn2CCCC(=O)N([C@@H](C)CO)C[C@H]1C,0
NC(=S)c1cc2cc(Cl)ccc2oc1=O,-2
Cc1ccc(-c2ccc(CN3C(C(C)C)C(=O)N(Cc4cn(CCC5OCCO5)nn4)CCS3(=O)=O)cc2)cc1 (configuration not stated),1
COc1cc2ccc(C(C)=O)c(O)c2cc1OC,0
Cc1cc(C)nc(NS(=O)(=O)c2ccc(NC(=O)Nc3ccccc3F)cc2)n1,-4
Cn1c(=O)c2c(-c3ccccc3)n(-c3ccccc3)cc2n(C)c1=O,-1
CCC(C(=O)Nc1cc(C)cc(C)n1)c1ccccc1 (configuration not stated),0
CCOC(=O)CC1c2nc3ccccc3cc2CN1C(=O)OCC (configuration not stated),-3
C[C@H](CO)N1C[C@H](C)[C@@H](CN(C)S(=O)(=O)c2ccccc2)OCc2cn(nn2)CCCC1=O,-2
CCOc1ccc(C2C3=C(CC(C)(C)CC3=O)N(CCCOC)C3=C2C(=O)CC(C)(C)C3)cc1OC,-1
CCOC(=O)C(N=Nc1nn[nH]n1)C(C)=O (configuration not stated),-2
CCN(CC)C(=O)C1=C(C)N(Cc2ccc(OC)cc2)C(=O)C(CC(=O)NCc2cccs2)C1 (configuration not stated),1
C[C@@H]1CN([C@@H](C)CO)C(=O)CCCn2nncc2CO[C@H]1CN(C)C(=O)C1CC1,-3
CC1=C(C(=O)N2CCOCC2)CC(CC(=O)NC2CCCCC2)C(=O)N1Cc1ccccc1 (configuration not stated),1
Cc1nc(C)c(/C(O)=C\c2nc3ccc([N+](=O)[O-])cc3oc2=O)o1,3

# Overlap with the part before: 6 compounds, then new ones.
SMILES,V-ATPase pH
CCOc1ccc(C2C3=C(CC(C)(C)CC3=O)N(CCCOC)C3=C2C(=O)CC(C)(C)C3)cc1OC,-1
CCOC(=O)C(N=Nc1nn[nH]n1)C(C)=O (configuration not stated),-2
CCN(CC)C(=O)C1=C(C)N(Cc2ccc(OC)cc2)C(=O)C(CC(=O)NCc2cccs2)C1 (configuration not stated),1
C[C@@H]1CN([C@@H](C)CO)C(=O)CCCn2nncc2CO[C@H]1CN(C)C(=O)C1CC1,-3
CC1=C(C(=O)N2CCOCC2)CC(CC(=O)NC2CCCCC2)C(=O)N1Cc1ccccc1 (configuration not stated),1
Cc1nc(C)c(/C(O)=C\c2nc3ccc([N+](=O)[O-])cc3oc2=O)o1,3
Cc1ccc([C@H]2C[C@@H](O)[C@H](n3cc(-c4ccc(F)cc4)nn3)CN2C(=O)C2CCCCC2)cc1,1
C/C(=N/NC(=O)c1ccn(C)n1)c1ccncc1,1
COC1CC(=O)C2OC(c3ccccc3)OCC2O1 (configuration not stated),-2
COc1cccc(N2CN(CCc3ccccc3)CNC2=S)c1,-3
Cc1nc(C)c(-c2csc(Nc3ccc(Cl)cn3)n2)s1,0
COc1ccc(NS(=O)(=O)c2cccc(C(=O)N3CCOCC3)c2)cc1,-1
COCC(=O)N(C)C[C@@H]1Oc2cc(Br)ccc2S(=O)(=O)N([C@H](C)CO)C[C@H]1C,0
C[C@@H]1CN([C@H](C)CO)C(=O)c2c(c3ccccc3n2C)-c2ccccc2CO[C@H]1CN(C)Cc1ccc(C(F)(F)F)cc1,0
Cc1ccc([C@H]2N[C@]3(CCCN(Cc4ccco4)C3=O)[C@H]3C(=O)N(Cc4ccccc4)C(=O)[C@@H]23)cc1,-1
Cc1cccc(CCNC(=O)C2CC(O)CN2C(=O)Nc2ccccc2)c1 (configuration not stated),3
Cc1cccc(NC(=O)C(C)Sc2ncnc3sccc23)c1 (configuration not stated),-1
O=C(c1ccco1)N1CC2(CC(c3ccc(Cl)cc3)=NO2)CN1Cc1ccc(Br)cc1 (configuration not stated),-1
Cn1c(SCC(=O)N2CCCC2)nc2c(c1=O)SCC2,-2
O=C(/C=C/c1ccc(-c2cccc([N+](=O)[O-])c2)o1)N1CCOCC1,1
O=C1c2sccc2-c2cccc3cccc1c23,-2
COc1ccccc1CC1CC(=O)N(c2ccc([N+](=O)[O-])cc2)C1=O (configuration not stated),2
CCC(=O)N(C)C[C@@H]1Oc2ncc(Br)cc2C(=O)N([C@H](C)CO)C[C@H]1C,-1
CCOc1ccc(-n2c(C)c3c(C)nnc(C)c3c2C)cc1,3
COC(=O)c1ccc(CSc2ccccc2NC(=S)Nc2cccc(SC)c2)o1,1
C=CCn1c(SCC(=O)C23CC4CC(CC(C4)C2)C3)nc(O)cc1=O,4
C[C@H](O)[C@@H]1C(=O)N2CCc3c([nH]c4ccccc34)[C@@H]2C[C@@H]1N(C)Cc1ccc2c(c1)OCO2,4
Cc1ccc(CNC(=O)CSc2nnc(CNC(=O)c3ccc(F)cc3)o2)cc1,1
CN(C)CC/C=C1/c2ccc(F)cc2Sc2ccc(Cl)cc21,-1
CCN1C(=O)[C@H]2[C@@H](c3ccc(C(F)(F)F)cc3)N[C@]3(CCCN(Cc4ccc(C(F)(F)F)cc4)C3=O)[C@H]2C1=O,1
CS(=O)(=O)N(CCc1ccccc1)CC(=O)N1CCCCCC1,2
Cc1cc(Br)cc2c1N(C)C(=O)C2(c1ccc(O)cc1)c1ccc(O)cc1,-3
O=C(O)CSc1ccn(Cc2ccccc2)c1,0
C[C@H]1CN([C@@H](C)CO)C(=O)CCCn2nncc2CO[C@@H]1CN(C)C(=O)c1ccc2ccn(C)c2c1,0
COc1ccc([C@H]2C[C@@H](n3cc(C4CC4)nn3)[C@H](O)CN2C(=O)c2cccs2)cc1,-1
Cc1ccc(S(=O)(=O)N2CC3(O)CN(C(=O)OC(C)C)N(C(=O)OC(C)C)CC3(OC(=O)NCc3ccccc3)C2)cc1 (configuration not stated),1
COCC(=O)N(C)C[C@H]1Oc2cc(Br)ccc2S(=O)(=O)N([C@H](C)CO)C[C@H]1C,3
Cc1ccc(Nc2nc(C)cc(C)c2C#N)c(C)c1,0
C[C@@H]1CN([C@@H](C)CO)S(=O)(=O)c2ccc(C#CC3CCCCC3)cc2O[C@@H]1CN(C)Cc1cccnc1,-1
O=S(=O)(Nc1ccc(-c2cn3c(n2)SCC3)cc1)c1cc(F)ccc1F,-3
CC(C)(C)c1ccc(C(=O)NCc2nnc(SCC(=O)N3CCCC3)o2)cc1,1
CC1CCCN(S(=O)(=O)c2ccc3c(c2)OCCO3)C1 (configuration not stated),-3
O=C(OCc1cn([C@@H]2C[C@H](c3ccccc3)N(C(=O)C3CCCCC3)C[C@H]2O)nn1)c1ccccc1,-1
Cc1cccc(S(=O)(=O)N(C)C[C@H]2OCc3cnnn3CCCC(=O)N([C@H](C)CO)C[C@H]2C)c1,1
CNC(=O)C[C@H]1C(=O)N(c2ccc(OC)cc2)C[C@@H]1C,-1
Cc1ccc(S(=O)(=O)N2C[C@H]3n4c(=O)ccc(=O)n4C[C@H](OC(=O)Nc4c(C)noc4C)[C@@]3(O)C2)cc1,1

# Molecules shown so far that contain a CF3 group, in the order listed:
SMILES,V-ATPase pH
C[C@@H]1CN([C@H](C)CO)C(=O)c2c(c3ccccc3n2C)-c2ccccc2CO[C@H]1CN(C)Cc1ccc(C(F)(F)F)cc1,0
CCN1C(=O)[C@H]2[C@@H](c3ccc(C(F)(F)F)cc3)N[C@]3(CCCN(Cc4ccc(C(F)(F)F)cc4)C3=O)[C@H]2C1=O,1

# Further structures follow:
SMILES,V-ATPase pH
COc1cccc(-c2ccc3c(c2)O[C@@H](CN(C)C(=O)C2CCOCC2)[C@H](C)CN([C@H](C)CO)S3(=O)=O)c1,2
CC(C)CN(C(=O)COC(=O)C12CC3CC(CC(O)(C3)C1)C2)c1c(N)n(Cc2ccccc2)c(=O)[nH]c1=O,2
O=C(CSc1nnc(-c2cccnc2)o1)Nc1ccc(F)cc1,-1
C=CCSc1nc2c(N)ncnc2n1C1OC(CO)C(O)C1O (configuration not stated),-1
NNC(=O)Cn1nnc(-c2ccc(C(F)(F)F)cc2)n1,-2
Cn1c2ccccc2c2nnc(N/N=C/c3ccc(O)cc3)nc21,3
COCC(=O)N1CCC(c2nc3ccccc3[nH]2)CC1,2
CCC12CN(C(=O)c3ccc([N+](=O)[O-])cc3)CC(CC)(CN(C(=O)c3ccc([N+](=O)[O-])cc3)C1)C2=O,0
COCCn1c(N)c(N(Cc2ccccc2)C(=O)C(C)Oc2ccc(Br)cc2)c(=O)[nH]c1=O (configuration not stated),1
Nc1ccc(N=Nc2ccccc2O)c(N)c1,-3
CCOC(=O)N1CCN(C(=O)CCN2C(=O)/C(=C\c3ccc(OC)c(OC)c3)SC2=S)CC1,-2
CCN(CC)c1ccc(NC(=O)COC(=O)CCc2cc(OC)c(OC)c(OC)c2)cc1,-2
CCC(Oc1ccccc1)C(=O)OCC(=O)Nc1c(C)nn(-c2ccccc2)c1C (configuration not stated),-4
COc1ccc(OC(=O)OCc2ccccc2)cc1,-2
C/C(Cc1ccccc1)=N\NC(=O)CNC(=O)/C=C\c1ccccc1,-1
COc1ccc(-n2nc3c(c2NC(=O)c2ccccc2)CS(=O)(=O)C3)cc1,1
O=C(C1CCCCC1)N1C[C@H](O)[C@@H](n2cc(-c3ccc(F)cc3)nn2)C[C@@H]1c1ccccc1,-3
O=C(NC(=O)c1ccccc1)Nc1ccc(-c2cnco2)cc1,1
CCOC(=O)C1CCc2c(ccc3ccccc23)N1CCC#N (configuration not stated),2
O=C(c1c(F)cccc1Cl)N(Cc1ccco1)C1CCS(=O)(=O)C1 (configuration not stated),5
O=C1COc2ccc(C(=O)COC(=O)CCCOc3ccccc3)cc2N1,2
O=C(O)c1cccc(S(=O)(=O)Nc2ccccc2Oc2ccccc2)c1,-1
CCCCCC(=O)N1C[C@@H](n2cc(-c3ccc(F)cc3)nn2)[C@H](O)C[C@@H]1c1ccccc1,-2
C#CCN(C[C@H]1[C@H](OC(=O)NCCCCCC)[C@H](OC(=O)NCCCCCC)C[C@H]2C(=O)N(c3ccccc3)C(=O)[C@@H]12)S(=O)(=O)c1ccc(C)cc1,1
COc1nccc(NCc2ccccc2)c1C#N,1
O=C(O)C1=CCC=CC1C(=O)O (configuration not stated),2
C[C@H]1CN([C@@H](C)CO)C(=O)CCCn2nncc2CO[C@H]1CN(C)S(=O)(=O)c1ccc2c(c1)OCCCO2,-4
O=C(c1cccc([N+](=O)[O-])c1)c1ccc2c(c1)OCCOCCOCCOCCO2,-5
CC1C(=O)N(Cc2cn(CCC3OCCO3)nn2)CCS(=O)(=O)N1Cc1ccc(-c2ccccc2)cc1 (configuration not stated),1
CC1=C(C(=O)N(C)C)CC(CC(=O)NCCN2CCOCC2)C(=O)N1Cc1ccccc1 (configuration not stated),2
CC1=C(C(=O)N2CCOCC2)CC(CC(=O)NC2CCCCC2)C(=O)N1Cc1ccc(C(C)(C)C)cc1 (configuration not stated),1
CC1=C(C(=O)N(C)C)CC(CC(=O)NC(c2ccccc2)c2ccccc2)C(=O)N1Cc1ccc(F)cc1 (configuration not stated),0
Clc1ccc(C2CC(c3cccs3)n3ncnc3N2)cc1 (configuration not stated),-5
CCOCc1nc2nc(Cl)c(Cl)nc2[nH]1,-2
C[C@H]1CN([C@@H](C)CO)C(=O)CCCn2nncc2CO[C@@H]1CN(C)Cc1ccc(C(F)(F)F)cc1,0
O=C1[C@@H]2C(c3ccc(F)cc3)=NO[C@@H]2C(=O)N1Cc1ccccc1,-2
COC(=O)/C=C1\N/C(=N\c2nc(C)cc(C)n2)N(c2ccc(Cl)cc2)C1=O,-1
CN(C)c1ccc(C=NN2C(=O)CSC2=S)c(Cl)c1,-3
CCOc1ccc(S(=O)(=O)N2CCC(C(=O)Nc3ccccc3N3CCCC3)CC2)cc1,3

# Fetched one by one from above:
SMILES,V-ATPase pH
CCCCCC(=O)N1C[C@@H](n2cc(-c3ccc(F)cc3)nn2)[C@H](O)C[C@@H]1c1ccccc1,-2
O=C1[C@@H]2C(c3ccc(F)cc3)=NO[C@@H]2C(=O)N1Cc1ccccc1,-2

# Screening data from PubChem BioAssay.

# Some of the compounds tested; the hit share may differ from the screen's.
